tuberculosis growth: growth inhibition of non-replicating M. tuberculosis (AID 488890); Mycobacterium tuberculosis non-replicating, growth inhibition; higher % means a stronger effect; inhibition, % at 25 µM; hits with a dose series show IC50 in µM; 0.39% of 320,000 active; in the data active = a potency from the dose series; inconclusive = inhibition mostly from about 82% at the one dose, without a potency; inactive = the rest, 99 in 100 with inhibition below about 76%;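 note: plate controls were DMSO cells for no effect and high antibiotic wells for full effect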
VEEV TC-83 Vero: inhibitors of VEEV TC-83 cytopathic effect, confirmation, Vero cells (AID 588727) | Vero cells, VEEV TC-83 cytopathic effect inhibition; higher % means a stronger effect | inhibition, % at 20 µM, or IC50 in µM where a hit was titrated | 0.13% of 350,000 active; in the data active = a potency from the dose series; inconclusive = inhibition mostly from about 14% at the one dose, without a potency; inactive = the rest, 99 in 100 with inhibition below about 12%; note: strong numbers were not always called active
M. tuberculosis HTS: M. tuberculosis growth inhibition, HTS (AID 449762); M. tuberculosis H37Rv growth inhibition, 7H9 media; higher % means a stronger effect; inhibition, % at 25 µM, or IC50 in µM where a hit was titrated; 0.59% of 330,000 active; in the data active = a potency from the dose series; inconclusive = inhibition above about 70% without an active follow-up result;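 note: bacterial growth assessed after seven days of incubation; strong numbers were not always called active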
PhoP GFP inhibition: PhoP regulon inhibitors, Salmonella typhi PhoP promoter GFP reporter, confirmatory (AID 1850); Salmonella Typhi PhoP-promoter GFP reporter, fluorescence, 4 h; higher % means a stronger effect; inhibition, % at 50 µM; hits with a dose series show IC50 in µM; 0.33% of 310,000 active; in the data active = a potency from the dose series; inconclusive = inhibition mostly from about 25% at the one dose, without a potency; inactive = the rest, 99 in 100 with inhibition below about 19%;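 note: 0% = induced wells with vehicle and 100% = uninduced wells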
influenza NS1A: NS1A inhibition, H1N1 influenza, cell based functional assay (AID 504329) | one-dose inhibition, % at 12.5 µM; IC50 in µM for titrated hits | 0.3% of 340,000 active | NS1A functional cell-based assay, percent inhibition; higher % means a stronger effect; in the data active = a potency from the dose series; inconclusive = inhibition above about 27% without an active follow-up result; note: strong numbers were not always called active
VEEV TC-83 Vero 10K pilot screen: also measured in VEEV TC-83 Vero; calls as there; inhibition, %; measured here: 10K pilot screen inhibition
Starred values were filed as active, the others as inactive; i = inactive; ? = inconclusive; / = no result given.

SMILES	tuberculosis growth	VEEV TC-83 Vero	M. tuberculosis HTS	PhoP GFP inhibition	influenza NS1A	others
CC(=O)c1cc(C#N)c(SCC(=O)OC(C)(C)C)nc1C	-6%	8.4%	0%	7%	1%
COc1ccc(/C=C(/C#N)c2cccnc2)cc1OC	29%	9.2%	6%	7%	0%
O=S(=O)(Nc1ccon1)c1ccc(Br)cc1	-13%	0.1%	-20%	-6%	-9%
COc1ccc(-n2cnnc2SCC(=O)Nc2ccc(C(N)=O)cc2)cc1	8%	3.0%	3%	1%	4%
O=c1[nH][nH]c(-c2ccccc2O)c1C(C[N+](=O)[O-])c1ccc(Br)cc1 (configuration not stated)	?	27%	?	92µM*	5%
O=[N+]([O-])c1ccc(N/N=C/c2cn(Cc3ccc(F)cc3)c3ccccc23)nc1	22%	3.0%	6%	1%	-10%
COc1ccc(OC)c(/C=C/C(=O)OCC(=O)NCc2ccccc2)c1	34%	4.6%	7%	/	-2%
COc1ccc(NS(=O)(=O)c2cccc(C(=O)N(C)Cc3cccs3)c2)cc1	7%	6.8%	4%	6%	-7%
Cc1ccc(/C=N\NC(=O)c2cc([N+](=O)[O-])cc([N+](=O)[O-])c2)o1	18%	0.5%	?	-6%	1%
Cc1csc(NC(C)c2nc3cc(Cl)c(N4CCCCC4)cc3n2CCOCCO)n1 (configuration not stated)	21%	0.7%	5%	-3%	4%
O=C1CC[C@@H](C(=O)N2CSC[C@H]2C(=O)O)N1	-9%	1.9%	0%	-6%	-3%
COc1ccc(CC(=O)Nc2c3c(nn2-c2cccc(C)c2C)CS(=O)(=O)C3)cc1	12%	2.1%	-1%	-12%	-9%
Cc1ncn(-c2ccccc2)c1-c1ccccc1	42%	i	13%	11%	0%
CC1(C)CC(=O)N(c2ccc(Cl)cc2Cl)C(=O)C1	-16%	0.3%	-2%	-3%	-10%
CC(=O)Nc1cccc(-n2c(=O)n(Cc3ccccc3)c(=O)c3[nH]cnc32)c1	-13%	i	-3%	0%	-12%
CCN(CC)c1ccc2c(Cl)c(Br)c(=O)oc2c1	?	5.1%	14µM*	-7%	-14%
COc1ccccc1N1CCN(C(=O)c2cccc3c(=O)c(C)c(-c4ccccc4)oc23)CC1	33%	9.4%	3%	-3%	8%
COc1cc(OC)cc(-c2c(-c3cccs3)c3cc(-c4ccc(OC)nc4)ccc3n2C)c1	-25%	2.5%	8%	/	2%
Cc1ccc(NC(=O)c2ccccc2OCc2ccc([N+](=O)[O-])cc2)nc1	8%	0.0%	0%	-7%	4%
NC(=O)/C(=N\OC(=O)c1ccco1)c1nc(-c2ccc(Br)cc2)cs1	90%	i	99%	4%	2%
CC1CCc2c(C(=O)Nc3ccc(OC(F)(F)F)cc3)csc2C1 (configuration not stated)	60%	1.1%	10%	-1%	-6%
COc1ccc(C(=O)C2=NN(C(C)=O)CC2c2ccco2)cc1 (configuration not stated)	14%	1.1%	1%	-12%	0%
CCCOc1ccc(N2C(=O)CC(N3CCC(c4nc5ccccc5o4)CC3)C2=O)cc1 (configuration not stated)	24%	/	-3%	3%	/
CC(C)C[C@H](NP(=O)(O)O[C@@H]1O[C@@H](C)[C@H](O)[C@@H](O)[C@H]1O)C(=O)N[C@@H](Cc1c[nH]c2ccccc12)C(=O)O	8%	0.3%	-4%	0%	1%
COC(=O)C1=C(C)N(Cc2cccnc2)C(=O)/C1=C\c1cccs1	18%	/	0%	0%	/
Later entries.
SMILES	tuberculosis growth	VEEV TC-83 Vero	M. tuberculosis HTS	PhoP GFP inhibition	influenza NS1A	others
CC(=O)N1CCc2ccc(S(=O)(=O)Nc3ccccc3Cl)cc21	2%	i	-4%	-4%	4%
CCC(=O)N(C1=C(NC)C(=O)c2ccccc2C1=O)C(C)C	12%	i	7%	-10%	6%
CCOc1cccc(C2NCc3ccccc3-n3cccc32)c1O (configuration not stated)	5%	0.7%	-7%	3%	7%
Cc1ccccc1C(=O)N1CCC(C(=O)N(CC(C)C)c2c(N)n(CC(C)C)c(=O)[nH]c2=O)CC1	5%	1.1%	-6%	/	-3%
COc1cccc2sc3cc(C#Cc4ccccn4)ccc3c(=O)c12	68%	7.2%	0%	/	-5%	VEEV TC-83 Vero 10K pilot screen=6.0
CCN(CC)S(=O)(=O)c1cccc(NC(=O)CNc2cccc(S(=O)(=O)N3CCCC3)c2)c1	7%	i	-3%	1%	12%
Cc1ccc(C(=O)OCC(=O)Nc2ncc(Cl)cc2Cl)cc1NC(=O)c1ccco1	-7%	1.1%	-5%	-2%	1%
N/C(=N\O)c1cn(Cc2ccccc2Cl)c2ccccc12	3%	2.0%	17%	7%	-17%
O=S(=O)(NC1=NCCCCC1)c1ccc2ccccc2c1	-11%	0.8%	2%	-9%	-3%
COc1ccc(CNC(=O)CN(C(=O)CCC(=O)Nc2ccccn2)c2cccc(C)c2)cc1	16%	4.4%	0%	11%	-2%
CCn1c(-c2cc(OC)c(OC)c(OC)c2)n[nH]c1=S	-5%	0.7%	-6%	-1%	2%
CC1S/C(=N/N=C/c2ccco2)NC1=O (configuration not stated)	7%	i	-2%	-8%	-2%
CCc1ccc(NC(=O)c2ccccc2SC)cc1	51%	0.2%	?	7%	-8%
COc1ccc(C(=O)NNC(=S)NC(=O)c2ccc(F)cc2)cc1Br	?	61%	?	22%	/
CCC[C@H]1COCCS(=O)(=O)N1Cc1ccccc1	15%	i	-3%	5%	-13%
Cc1nn(C(=O)c2ccco2)c(C)c1Br	13%	0.1%	-8%	3%	-18%
O=c1c(N2CCOCC2)nsnc1N1CCOCC1	3%	0.5%	-1%	2%	1%
CCCC(=O)Nc1nn(C)c2nc3cc(C)ccc3cc12	-13%	/	-9%	13%	/
CC(C)c1cccc(C(C)C)c1NC(=O)Cn1c(=O)cnc2ccccc21	17%	0.8%	9%	-3%	3%
CCOc1ccc(S(=O)(=O)NCc2ccc3c(c2)OCO3)cc1NC(C)=O	6%	i	5%	-4%	-1%
Oc1ccc(Cl)cc1C=NN1CCCCCC1	/	1.2%	/	/	5%
Cc1cccc(NC(=O)C2CCN(c3ncnc4c3nc3n4CCCCC3)CC2)n1	17%	4.2%	4%	-27%	5%
CC(C)Oc1cccc(C(=O)NC(=S)Nc2cccc(C(F)(F)F)c2)c1	?	4.1%	11%	13%	-6%
COc1ccc(CCNC(=O)C2CC(=O)N(c3ccc(C)cc3)C2)cc1 (configuration not stated)	-3%	2.0%	-3%	9%	3%
CCN(CC)S(=O)(=O)c1ccc(OC)c(NC(=O)CSc2cc(Cl)ccc2Cl)c1	14%	4.8%	11%	-13%	-13%
Following part:
SMILES	tuberculosis growth	VEEV TC-83 Vero	M. tuberculosis HTS	PhoP GFP inhibition	influenza NS1A	others
CC1(CC(=O)N/N=C/c2ccc(OCc3ccc(Cl)cc3Cl)cc2)OCCCO1	78%	0.1%	-3%	-2%	-2%
O=c1[nH]c2ccccc2nc1/C=C/c1ccccc1	8%	7.2%	15%	0%	0%
CCOC(=O)c1ccc(N2C(=O)C3C(/C=C/c4ccccc4)OC4(C(=O)c5ccccc5C4=O)C3C2=O)cc1 (configuration not stated)	6%	0.5%	12%	-3%	21%
CCCn1nc(C(=O)NCCN2CCOCC2)c2ccccc2c1=O	-3%	i	0%	-4%	14%	VEEV TC-83 Vero 10K pilot screen=2.1
S=C(c1ccc2c(c1)OCO2)N1CCCCCC1	4%	0.3%	3%	2%	-3%
COc1ccc(C(=O)N2CCCCC2)cc1S(=O)(=O)Nc1ccccc1	-7%	0.1%	-3%	4%	-10%
COc1ccc(N2CCN(Cc3cc(=O)oc4cc(C)c(Cl)c(C)c34)CC2)cc1	11%	0.5%	-7%	-3%	1%
COc1cccc(NC(=S)N(CCc2ccc(OC)c(OC)c2)Cc2ccccn2)c1	17%	i	2%	4%	-5%
Cc1ccc(OCC(O)CN2C(=O)NC(C)(C)C2=O)c(C)c1 (configuration not stated)	56%	0.3%	4%	-5%	1%
CCCCC(C(=O)NC1CCCC1)N(Cc1ccccc1)C(=O)c1snc(C(N)=O)c1N (configuration not stated)	22%	7.3%	-2%	2%	-9%
COc1ccc(C(=O)NC2CCN(C(=O)NC3CCCCC3)CC2)cc1	3%	1.3%	6%	-9%	-4%
FC(F)(F)c1ccc(Oc2ccc3cc(Br)ccc3c2)nc1	52%	1.1%	9%	2%	-1%
O=C(Nc1ccc(Cl)cc1)Nc1ccc(Cl)c(Cl)c1	?	/	?	/	/
COCc1cc(C)c2c(N)c(C#N)sc2n1	6%	0.9%	6%	2%	-18%
CCOc1ncccc1C(=O)N(C)CC(=O)Nc1ccc(F)cc1	-11%	0.7%	-3%	12%	-7%
Cc1ccc(OCCOCCN2CCN(C)CC2)c(C(C)(C)C)c1	16%	i	0%	-3%	-2%
COC(=O)C1=NNC2C(=O)N(c3ccc(C)cc3)C(=O)C12 (configuration not stated)	-1%	1.2%	-4%	3%	1%
NC(=O)C1c2ccccc2CSc2ccccc21 (configuration not stated)	7%	2.1%	1%	-5%	2%
CC(C)c1cc(=O)n2c(nc3ccccc32)[nH]1	10%	0.7%	8%	-2%	-5%
COc1ccc(N(C(=O)c2ccco2)C(C(=O)NC2CCCC2)c2ccc(N(C)C)cc2)cc1OC (configuration not stated)	6%	2.1%	0%	-12%	13%

Arranged by SMILES length (largest number first): 15 of the compounds above.
SMILES	tuberculosis growth	VEEV TC-83 Vero	M. tuberculosis HTS	PhoP GFP inhibition	influenza NS1A	others
CCOC(=O)c1ccc(N2C(=O)C3C(/C=C/c4ccccc4)OC4(C(=O)c5ccccc5C4=O)C3C2=O)cc1 (configuration not stated)	6%	0.5%	12%	-3%	21%
COc1ccc(N(C(=O)c2ccco2)C(C(=O)NC2CCCC2)c2ccc(N(C)C)cc2)cc1OC (configuration not stated)	6%	2.1%	0%	-12%	13%
CCCCC(C(=O)NC1CCCC1)N(Cc1ccccc1)C(=O)c1snc(C(N)=O)c1N (configuration not stated)	22%	7.3%	-2%	2%	-9%
COc1ccc(N2CCN(Cc3cc(=O)oc4cc(C)c(Cl)c(C)c34)CC2)cc1	11%	0.5%	-7%	-3%	1%
CC1(CC(=O)N/N=C/c2ccc(OCc3ccc(Cl)cc3Cl)cc2)OCCCO1	78%	0.1%	-3%	-2%	-2%
COc1cccc(NC(=S)N(CCc2ccc(OC)c(OC)c2)Cc2ccccn2)c1	17%	i	2%	4%	-5%
COc1ccc(C(=O)N2CCCCC2)cc1S(=O)(=O)Nc1ccccc1	-7%	0.1%	-3%	4%	-10%
COC(=O)C1=NNC2C(=O)N(c3ccc(C)cc3)C(=O)C12 (configuration not stated)	-1%	1.2%	-4%	3%	1%
Cc1ccc(OCC(O)CN2C(=O)NC(C)(C)C2=O)c(C)c1 (configuration not stated)	56%	0.3%	4%	-5%	1%
Cc1ccc(OCCOCCN2CCN(C)CC2)c(C(C)(C)C)c1	16%	i	0%	-3%	-2%
FC(F)(F)c1ccc(Oc2ccc3cc(Br)ccc3c2)nc1	52%	1.1%	9%	2%	-1%
O=C(Nc1ccc(Cl)cc1)Nc1ccc(Cl)c(Cl)c1	?	/	?	/	/
CC(C)c1cc(=O)n2c(nc3ccccc32)[nH]1	10%	0.7%	8%	-2%	-5%
O=c1[nH]c2ccccc2nc1/C=C/c1ccccc1	8%	7.2%	15%	0%	0%
COCc1cc(C)c2c(N)c(C#N)sc2n1	6%	0.9%	6%	2%	-18%

Screening results from PubChem.
